# Coupling enz = counter-screen for Giardia aldolase inhibitors: coupling enzyme system; coupling enzyme system counterscreen, AmpLite Red fluorescence; activity change, negative = inhibition, % at 58.2 µM, hits read low; hit rate 0.67% among 290,000; AID 2472; in the data active = activity change below about -30%; also: % is scaled to controls: 0 for no effect and ±100 for the full control effect
#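 Counterscreen lacking aldolase: glyceraldehyde-3-phosphate coupling-enzyme reagent preincubated 10 min at RT with compound (at 57.5 uM final), then substrate/coupling system with AmpLite Red added; fluorescence read at 525/598 nm after 20 min RT.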
# Giardia kill = Giardia lamblia killing. Giardia lamblia trophozoite viability. activity change, % at 7.66 µM, hits read low. hit rate 0.15% among 340,000; in the data active = activity change below about -80%; inconclusive = between about -30% and that limit;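 also: parasites exposed to compound for two days anaerobically before the ATP read; % is scaled to controls: 0 for no effect and ±100 for the full control effect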
#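 Luminescent ATP signal served as the viability read-out, measured 15-30 min after adding ATP detection reagent to trophozoites that had been incubated with compounds for 48 hrs at 37 deg C anaerobically at 100 cells/well.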
# TCR act = T cell receptor activation; Potency, µM (top dose mostly 9.22 µM), without a hit: at the highest dose activation of IL-2 secretion, hits mostly activators; primary human leukocytes, anti-CD3, IL-2 HTRF, 48 h; 330,000 tested, under 10 active; AID 504894; also: % of control where 0% means no effect
#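 Activity was scored as IL-2 release from primary human leukocytes given only a TCR signal (a-CD3 beads) plus compound for 48 hr. Detection used a two-antibody HTRF format read at 665nm.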
# AT treatment = candidate therapy for ataxia-telangiectasia; […] A-T fibroblasts, KAP-1 phosphorylation AlphaLISA; neocarzinostatin DNA damage 30 min before lysis; Potency, µM (highest dose often 57.5 µM), for inactives: at the highest dose activation, usual class: activators; hit rate 0.19% among 320,000; also: potency is read from the fitted curve at half-maximal effect; % of control where 0% means no effect; nearly all actives have a fitted effect of over 45% in size
#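 hTERT-immortalized A-T patient fibroblasts ([…]), 500 cells/well in OPTI-MEM, 1% FBS, got compounds for 60 min, then NCS for 30 min at 37C. Lysates were then assayed for phospho-KAP-1 by AlphaLISA (anti-pKAP1 donor, anti-KAP1 acceptor beads), 6 hr at 25C.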
# Tb PFK inh = blocks T. brucei phosphofructokinase. T. brucei PFK, ADP-Glo luminescence. hit rate 0.17% among 330,000. Potency, µM (doses to about 57.5 µM), inactives show at the top dose activity, negative = inhibition, most hits filed as inhibitors. AID 485367;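 also: potency is read from the fitted curve at half-maximal effect; 0% = uninhibited 1x PFK enzyme wells and -100% = no-enzyme wells; nearly all actives have a fitted effect of over 60% in size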
#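 ADP-Glo luminescence quantified ADP after 45 min at room temperature, with 1.25 nM T. brucei PFK, 0.1 mM ATP and 0.5 mM fructose-6-phosphate in pH 8.0 TEA buffer. qHTS titrations up to 57 µM; curves classified by quality.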
# CXXC DNA block = inhibitors of human MLL CXXC domain-DNA interaction. hit rate 0.037% among 290,000. Q03164. Potency, µM (series often up to 115 µM), inactives show at the highest dose activity change, negative = inhibition, most hits filed as inhibitors. AID 2662. MLL-CXXC / FITC-HOXA9 DNA fluorescence polarization; active = well fitted inhibition curve with a large enough effect in the polarisation, with a control signal flat, not every such curve was filed as active; inconclusive = small, poorly fitted or top-dose-only effect, or effect the other way, or a change in a side signal; inactive = no such curve, though single readings can be large or run the other way; the % refers to the polarisation; also: potency is read from the fitted curve at half-maximal effect
#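 Steps: dispense CXXC domain solution (7 uM) → pin compounds or unlabeled HOX-A9 DNA control → 5 min ambient → add FLSN-HOX-A9 solution (50 nM) → spin → 30 min ambient → fluorescence polarization. Tris pH 7.5/NaCl/DTT/BSA buffer.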
# KCNH2 WT inh = blocks the wildtype human KCNH2 potassium channel | hit rate 0.37% among 340,000 | U2OS, BacMam KCNH2, thallium flux FluxOr; hits give low values | activity change, % at 1.84 µM | Q12809;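 active = maximum activity change below -70%; inconclusive = maximum activity change between -70% and -50%; inactive = maximum activity change above -50%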; also: % is scaled to controls: 0 for no effect and ±100 for the full control effect
#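 U2OS cells were transduced with wild-type KCNH2 virus (2.03 x 10^8 / mL) for 4 h at room temperature, then cultured overnight at 37 C. Thallium flux was read with FluxOr dye. Rate constants were normalized to DMSO controls.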
# GALK inh = blocks human galactokinase activity | hit rate 0.007% among 270,000 | Purified GALK, Kinase-Glo residual ATP luminescence | Potency, µM (titrated, usually from 57.5 µM), for inactives: top-dose activity change, negative = inhibition, hits mostly inhibitors; also: potency is read from the fitted curve at half-maximal effect; % is scaled to controls: 0 for no effect and ±100 for the full control effect
#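 Galactose (100 uM) and ATP (35 uM) were turned over by 5 nM GALK for 1 h at RT. Kinase-Glo Plus then converted the remaining ATP into a luminescent signal.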
# Chronic BCR inh = blocks chronic active B-cell receptor signaling; ABC-DLBCL IkBa-CBG/CBR reporter, luminescence ratio, 4 h; AID 493014; hit rate 0.05% among 340,000; Potency, µM (titrated, usually from 46.1 µM), for the others: at the highest dose ratio change, negative = lower green/red ratio, hits mostly inhibitors; active = well fitted inhibition curve with a large enough effect in the signal ratio, with a control signal flat, not every such curve was filed as active; inconclusive = small, poorly fitted or top-dose-only effect, or effect the other way, or a change in a side signal; the % refers to the signal ratio;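 also: potency is read from the fitted curve at half-maximal effect; plate controls were basal doxycycline-induced cells for no effect and cells given 10 µM MG132 for full effect; MG132 reads +100%, hits lower the ratio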
#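 Cell line TMD8 (human ABC DLBCL), stably expressing tet-inducible CBG68-IkBa fusion and CBR; IMDM/0.5% FBS; cpd up to 46 uM; dox induction, 4 h, 37C/5% CO2; dual luminescence; green/red ratio; MG132 control.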
# TSHR antag = blocks TSH signaling through the human TSH receptor; P16473; TSHR-expressing cells, TSH-stimulated cAMP HTRF, 2 h; hits give low values; activity change, negative = inhibition, % at 11.5 µM; hit rate 0.2% among 330,000;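 active = activity change below a set negative limit, meaning inhibition stronger than a set level, cut at about -70% in these data; inconclusive = activity change between two set negative limits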; also: % is scaled to controls: 0 for no effect and ±100 for the full control effect
# Target sequence (P16473 whole entry, looked up): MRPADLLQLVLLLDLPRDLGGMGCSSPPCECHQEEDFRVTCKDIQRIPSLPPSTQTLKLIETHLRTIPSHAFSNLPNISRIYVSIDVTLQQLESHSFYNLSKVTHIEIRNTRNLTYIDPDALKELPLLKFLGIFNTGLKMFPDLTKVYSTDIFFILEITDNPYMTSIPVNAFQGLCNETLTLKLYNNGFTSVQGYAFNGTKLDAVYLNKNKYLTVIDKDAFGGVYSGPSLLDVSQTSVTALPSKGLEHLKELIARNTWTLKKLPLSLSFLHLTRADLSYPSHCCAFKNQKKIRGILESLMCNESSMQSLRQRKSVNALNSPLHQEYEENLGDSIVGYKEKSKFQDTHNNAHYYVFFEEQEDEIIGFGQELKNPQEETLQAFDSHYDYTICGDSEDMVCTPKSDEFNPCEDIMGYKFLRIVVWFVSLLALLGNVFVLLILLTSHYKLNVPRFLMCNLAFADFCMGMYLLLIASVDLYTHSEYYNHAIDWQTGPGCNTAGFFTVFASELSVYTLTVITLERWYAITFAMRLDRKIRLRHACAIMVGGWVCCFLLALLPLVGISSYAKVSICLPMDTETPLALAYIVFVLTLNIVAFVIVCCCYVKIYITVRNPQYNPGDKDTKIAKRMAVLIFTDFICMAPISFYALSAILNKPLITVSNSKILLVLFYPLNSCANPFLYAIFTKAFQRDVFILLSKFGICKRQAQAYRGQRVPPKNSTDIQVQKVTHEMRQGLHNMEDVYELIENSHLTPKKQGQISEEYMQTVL
#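 Read-out is FRET at 665 nm (cryptate excitation 337 nm) from a cryptate-tagged anti-cAMP antibody, competed by cell cAMP against cAMP-d2. Compounds are tested on freshly harvested TSHR cells challenged with 4nM TSH (EC80) for 2 hours at 37 deg C.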
# * marks the source's active call; other numbers are inactive results; u = inconclusive; x = no result given; & = joins results of further samples; [ ] = another dose, or the depositor's remark. Unless noted, calls follow the shape of the dose curve; as a rule, active = well fitted curve in the direction sought with a large enough effect; inconclusive = small, poorly fitted or top-dose-only effect, or another doubt; inactive = no such curve, though single readings can be large; an effect the other way counts as inactive or inconclusive.
SMILES,Coupling enz,Giardia kill,TCR act,AT treatment,Tb PFK inh,CXXC DNA block,KCNH2 WT inh,GALK inh,Chronic BCR inh,TSHR antag
NC(=O)c1nsc(C(=O)N(c2cccc(O)c2)C(C(=O)NC2CCCC2)c2ccc(Cl)cc2)c1N (stereo not drawn),0,-10,3%,2%,-18%,2%,-7,-3%,0%,-5
Cc1cccc(C)c1OCCOCCN1CCN(C)CC1,4,-1&-9,8%&0%,8%,3%,-9%,3&2,1%,7%,15
CCOC(=O)C1CCCN(C(=O)c2ccc(Cl)c(S(=O)(=O)N3CCCCCC3)c2)C1 (stereo not drawn),6,0,-2%,0%,-7%,u,11,1%,7%,-2
CC1CCN(C2=NC(=O)/C(=C/c3cn[nH]c3-c3ccccc3)S2)CC1,0,-2,4%[46.1 µM],2%,1%,0%,0,2%,u,-1
CN(CC(=O)Nc1ccc(Cl)cc1)C(=O)CCC1CCCC1,-11,-14,17%,-2%,0%,u,-11,4%,0%,2
CC(C)C(NC(=O)c1ccccc1F)C(=O)NCc1ccccc1 (stereo not drawn),-2,17,2%,6%,0%,8%,4,-3%,-3%,-10
COc1ccc(N2C(=O)c3ccccc3NC2c2ccccc2O)cc1 (stereo not drawn),2,-4,-14%,3%,0%,9%,11,-2%,u,5
CCc1c(C)nc2nc(SCc3ccccc3)[nH]n2c1=O,0,-1,0%,-2%,-2%,0%,0,x,u,-2
COc1cc(/C=N/Nc2nc(N3CCCC3)nc(N3CCCC3)n2)ccc1O,0,12,-5%,0%,1%,-2%,-10,-1%,u,-7
CCCN=C1N(C)C[C@@H]2[C@@H]3C(=O)N(Cc4ccccc4)C(=O)[C@@H]3[C@](Cc3ccccc3)(C(=O)OC)N12,x,-10,9%[46.1 µM],4%,-5%,x,24,x,2%,28
Cc1nn(CC(=O)Nc2ccc(Cl)c(S(=O)(=O)N(C)C)c2)c(C)c1[N+](=O)[O-],1,-1,0%[46.1 µM],-4%,-6%,-4%,4,2%,-4%,0
COc1ccc(C(C)(C)C)cc1NC(=O)CCN1C(=O)NC(C)(C)C1=O,x,-27,-13%,5%,6%,x,-11,x,2%,x
CCC(Sc1nc(N)c(NC(=O)c2ccco2)c(=O)[nH]1)C(=O)O (stereo not drawn),x,0,2%,4%,0%,2%,-14,-2%,4%,-1
O=C(Nc1nccs1)c1ccc(-c2ccc(F)cc2)o1,0,u,-2%,-3%,1%,17%,15,0%,u,-5
O=C(NCc1ccccn1)Nc1ccc(F)cc1F,3,8,-4%,-7%,3%,7%,-4,0%,0%,-4
CC(SCc1ccccc1)C(=O)N/N=C/c1ccc2c(c1)OCO2 (stereo not drawn),1,7,1%,-14%,0%,1%,18,-5%,u,0
CCOC(=O)c1cnc(-c2ccccc2)nc1Oc1ccc(Cl)cc1,0,-13,-1%,-2%,1%,8%,-24,-8%,14%,26
COc1ccc(NC(=O)c2ccc(CN3CCN(c4ccccc4)CC3)cc2)cc1OC,0,17,3%,-5%,-3%,-3%,-6,2%,u,-9
COc1ccc(NC(C)=O)cc1S(=O)(=O)N1CCN(C(=O)c2ccccc2F)CC1,2,3,2%,-4%,-2%,-8%,3,-1%,-1%,0
O=C(COC(=O)c1cccs1)Nc1cccc(Cl)c1,x,5,-1%,2%,-21%,x,-15,x,10%,-7
O=C1C(c2ccncc2)=C(O)c2ccccc21,1,u,-1%,0%,0%,-5%,-6,2%,u,0
COc1cc(C(=O)Oc2ccccc2)ccc1OCc1c(C)noc1C,3,1,x,-1%,-4%,0%,-4,1%,2%,-11
O=C(COC(=O)c1cccnc1Cl)Nc1ccc2c(c1)OCO2,-9,u,1%,8%,5%,17%,-2,-3%,-15%,5
O=S(=O)(c1cccs1)N1CCc2ccccc21,-9,-13,0%,-1%,-6%,-5%,0,-1%,1%,-3
COC(=O)N1C(=O)[C@](c2ccsc2)(C(C)C)N1C(=O)OC,-6,5,-9%,4%,2%,14%,1,x,u,-17
CC(C)(C)c1ccc(NS(=O)(=O)c2ccc(N)cc2)cc1,-4,-13,-2%,4%,3%,-1%,13,-1%,-2%,5
O=C(Nc1ccccc1Cl)C1CCCN(S(=O)(=O)c2cccc3cccnc23)C1 (stereo not drawn),x,39[activator],-12%,30%,3%,-20%,3,-7%,9%,42
COc1ccccc1NS(=O)(=O)c1cccc(C(=O)NNC(=O)c2ccc(NC(C)=O)cc2)c1,x,7,0%,-9%,23%,x,6,x,-1%,-4
Cc1cccnc1NC(=O)CNC(=O)C1CCCCC1,x,-11,9%,-7%,7%,x,-1,x,7%,0
CC1CC(=O)C(C2c3ccccc3CCN2C(=O)CCl)C(=O)C1 (stereo not drawn),3,-12,0%[46.1 µM],-3%,-1%,-4%,9,1%,3%,4
CC(O)c1cccc(NC(=O)Nc2cccc(NC(=O)Nc3cccc(C(C)O)c3)c2)c1 (stereo not drawn),0,3,1%,2%,0%,-7%,0,-3%,-3%,0
O=C(CNC(=O)c1ccccc1)NCCCSc1ccccc1,x,-3,-4%[46.1 µM],19%,0%,x,-4,x,-1%,2
O=C(Oc1cccc(NC2=NS(=O)(=O)c3ccccc32)c1)c1ccncc1,-2,3,0%,4%,-2%,19%,-13,1%,u,-5
CC(=O)c1c(C)[nH]c(C(=O)COC(=O)c2ccc(Cl)nc2)c1C,x,24,-1%,15%,2%,x,-5,x,u,-11
CCOc1ccc(Nc2nnc(SCc3nc4ccccc4c(=O)[nH]3)s2)cc1,2,-9,-7%,u,2%,10%,-3,-2%,u,14
O=C(CCC(=O)OCC(=O)c1ccc([N+](=O)[O-])cc1)NC1CCCCC1,-2,-5,-8%[46.1 µM],-4%,-21%,-12%,2,1%,u,7
Cc1csc(=O)n1CCC(=O)OCC(=O)Nc1ccc(C(N)=O)cc1,x,5,3%,-1%,-1%,x,2,x,1%,0
O=C(c1ccc(Cn2cnnn2)cc1)N1CCCC(Nc2ccc(F)c(F)c2)C1 (stereo not drawn),x,-7,-4%,4%,-5%,0%,-5,-3%,2%,-3

# Arranged by heavy-atom count (rising): some entries from above
SMILES,Coupling enz,Giardia kill,TCR act,AT treatment,Tb PFK inh,CXXC DNA block,KCNH2 WT inh,GALK inh,Chronic BCR inh,TSHR antag
O=S(=O)(c1cccs1)N1CCc2ccccc21,-9,-13,0%,-1%,-6%,-5%,0,-1%,1%,-3
Cc1cccnc1NC(=O)CNC(=O)C1CCCCC1,x,-11,9%,-7%,7%,x,-1,x,7%,0
COC(=O)N1C(=O)[C@](c2ccsc2)(C(C)C)N1C(=O)OC,-6,5,-9%,4%,2%,14%,1,x,u,-17
CC(=O)c1c(C)[nH]c(C(=O)COC(=O)c2ccc(Cl)nc2)c1C,x,24,-1%,15%,2%,x,-5,x,u,-11
Cc1csc(=O)n1CCC(=O)OCC(=O)Nc1ccc(C(N)=O)cc1,x,5,3%,-1%,-1%,x,2,x,1%,0
O=C(CCC(=O)OCC(=O)c1ccc([N+](=O)[O-])cc1)NC1CCCCC1,-2,-5,-8%[46.1 µM],-4%,-21%,-12%,2,1%,u,7
O=C(Oc1cccc(NC2=NS(=O)(=O)c3ccccc32)c1)c1ccncc1,-2,3,0%,4%,-2%,19%,-13,1%,u,-5
CCOc1ccc(Nc2nnc(SCc3nc4ccccc4c(=O)[nH]3)s2)cc1,2,-9,-7%,u,2%,10%,-3,-2%,u,14
O=C(Nc1ccccc1Cl)C1CCCN(S(=O)(=O)c2cccc3cccnc23)C1 (stereo not drawn),x,39[activator],-12%,30%,3%,-20%,3,-7%,9%,42
CC(O)c1cccc(NC(=O)Nc2cccc(NC(=O)Nc3cccc(C(C)O)c3)c2)c1 (stereo not drawn),0,3,1%,2%,0%,-7%,0,-3%,-3%,0
COc1ccccc1NS(=O)(=O)c1cccc(C(=O)NNC(=O)c2ccc(NC(C)=O)cc2)c1,x,7,0%,-9%,23%,x,6,x,-1%,-4

# Assay outcomes as filed in PubChem.
